BLM inh: qHTS Assay for Inhibitors of Bloom's syndrome helicase (BLM). RecQ-like DNA helicase BLM (Homo sapiens), P54132. recombinant BLM DNA unwinding, fluorescence dequenching. Potency, µM (highest dose often 56.1 µM), inactives show at the top dose activity change, negative = inhibition, actives largely listed as inhibitors. 350,000 tested, 0.2% active. AID 2528, 2010;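 note: plate controls were vehicle for no effect and no enzyme for full effect; nearly all actives have a fitted effect of over 35% in size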
G9a block: qHTS Assay for Inhibitors of Histone Lysine Methyltransferase G9a | Histone-lysine N-methyltransferase EHMT2 (Homo sapiens), Q96KQ7 | G9a H3K9 monomethylation, AlphaScreen, 2 h | Potency, µM (doses to about 102 µM), for inactives: top-dose activity, negative = inhibition, hits mostly inhibitors | 350,000 tested, 8.8% active; note: % is set by controls: 0 for no effect and ±100 for the full control effect; nearly all actives have a fitted effect of over 75% in size
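AlphaScreen read-out: biotin-H3K9 peptide (500 nM) methylation by 20 nM enzyme with 20 uM SAM, 2 h at room temperature after 15 min compound preincubation; anti-monomethyl H3K9 antibody plus donor/acceptor beads, 10 min dark.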
POLK inh: qHTS for Inhibitors of Polymerase Kappa; DNA polymerase kappa (Homo sapiens), Q9UBT6; purified Pol kappa, fluorescent DNA synthesis assay, 10 min; Potency, µM (highest dose often 107 µM), for the others: at the highest dose activity, negative = inhibition, hits mostly inhibitors; 400,000 tested, 0.53% active; AID 588579, 2011; note: % is set by controls: 0 for no effect and ±100 for the full control effect
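Enzyme at 10 nM met test compounds for 15 min at room temperature. Substrate addition (50 nM final) began the reaction, which was monitored by fluorescence at 0 and 10 min.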
Anesthetic bind: qHTS Assay for Identification of Novel General Anesthetics. 350,000 tested, 0.074% active. Potency, µM (series often up to 77.5 µM), inactives show at the highest dose activity change, negative = displacement, actives largely listed as inhibitors. Ferritin light chain (Equus caballus), P02791. apoferritin/1-aminoanthracene competitive binding, fluorescence; note: % is set by controls: 0 for no effect and ±100 for the full control effect; nearly all actives have a fitted effect of over 20% in size
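Horse-spleen apoferritin (10 uM) in 50% saturated 1-aminoanthracene in PBS was incubated 10 min at room temperature with compound. Fluorescence (ex 380, em 535 nm) was normalized to free and bound 1-AMA, with concentration-response fitted by a four-parameter Hill equation.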
BAZ2B block: qHTS Assay for Inhibitors of BAZ2B; AlphaScreen BAZ2B-H3K14Ac peptide displacement; Potency, µM (titrated, usually from 114 µM), for inactives: top-dose activity change, negative = inhibition, hits mostly inhibitors; 360,000 tested, 4.4% active; note: % is set by controls: 0 for no effect and ±100 for the full control effect; nearly all actives have a fitted effect of over 60% in size
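Complex of BAZ2B and biotin-H3K14Ac (50 nM apiece) forms over 30 min at RT, then faces library compounds up to 110 uM for another 30 min; AlphaScreen beads added, 20 min dark incubation, luminescence read.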
Pol iota inh: qHTS for Inhibitors of Polymerase Iota; DNA polymerase iota (Homo sapiens), Q9UNA4; Pol iota fluorescent replication assay, 10 min; Potency, µM (top dose mostly 115 µM), without a hit: top-dose activity, negative = inhibition, actives largely listed as inhibitors; 390,000 tested, 1% active; AID 588590, 2011
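Fluorescent replication assay read twice, at 0 min and 10 min after adding 50 nM (final) substrate. Enzyme (10 nM) and compounds were first incubated 15 min at room temperature; enzyme-free buffer wells were negative controls.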
Pol beta inh: qHTS Assay for Inhibitors of DNA Polymerase Beta; P06746; Pol beta primer extension/strand displacement, fluorescence kinetic; Potency, µM (highest dose often 114 µM), for inactives: at the highest dose activity change, negative = inhibition, usual class: inhibitors; 340,000 tested, 1.3% active; AID 485314, 2010; note: % is set by controls: 0 for no effect and ±100 for the full control effect
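Pol beta (10 nM) and compounds were preincubated 15 min at room temperature, then 50 nM substrate (final) started primer extension/strand displacement. Reads were taken at 0 and 10 min; concentration-response data were fitted to a four-parameter Hill equation.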
APE1 inh: qHTS Assay for Inhibitors of the Human Apurinic/apyrimidinic Endonuclease 1 (APE1); Potency, µM (highest dose often 65.8 µM), inactives show top-dose activity change, negative = inhibition, hits mostly inhibitors; recombinant APE1, TAMRA/BHQ-2 abasic DNA cleavage fluorescence; 350,000 tested, 0.35% active;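 note: plate controls were vehicle for no effect and reference inhibitor for full effect; nearly all actives have a fitted effect of over 55% in size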
Target sequence (P27695 whole entry, looked up): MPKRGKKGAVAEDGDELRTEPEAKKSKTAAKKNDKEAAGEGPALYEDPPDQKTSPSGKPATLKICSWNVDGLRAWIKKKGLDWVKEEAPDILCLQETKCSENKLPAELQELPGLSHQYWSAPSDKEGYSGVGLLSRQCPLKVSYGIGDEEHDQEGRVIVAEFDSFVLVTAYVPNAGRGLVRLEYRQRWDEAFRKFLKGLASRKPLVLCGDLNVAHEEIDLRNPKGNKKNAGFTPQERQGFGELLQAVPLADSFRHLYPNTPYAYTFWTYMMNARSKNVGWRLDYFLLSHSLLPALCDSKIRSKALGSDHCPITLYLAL
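Step 1: APE1 (0.75 nM) with compound, 15 min RT. Step 2: add 50 nM fluorophore/quencher THF duplex. Step 3: three fluorescence reads 60 s apart (525/598 nm); read 3 minus read 1 = reaction progress.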
Pol eta inh: qHTS for Inhibitors of Polymerase Eta; DNA polymerase eta (Homo sapiens), Q9Y253; recombinant Pol eta, fluorescent DNA replication assay; Potency, µM (doses to about 114 µM), without a hit: at the highest dose activity change, negative = inhibition, hits mostly inhibitors; 390,000 tested, 1.2% active; AID 588591, 2011; note: % is set by controls: 0 for no effect and ±100 for the full control effect
Target sequence (Q9Y253 whole entry, looked up): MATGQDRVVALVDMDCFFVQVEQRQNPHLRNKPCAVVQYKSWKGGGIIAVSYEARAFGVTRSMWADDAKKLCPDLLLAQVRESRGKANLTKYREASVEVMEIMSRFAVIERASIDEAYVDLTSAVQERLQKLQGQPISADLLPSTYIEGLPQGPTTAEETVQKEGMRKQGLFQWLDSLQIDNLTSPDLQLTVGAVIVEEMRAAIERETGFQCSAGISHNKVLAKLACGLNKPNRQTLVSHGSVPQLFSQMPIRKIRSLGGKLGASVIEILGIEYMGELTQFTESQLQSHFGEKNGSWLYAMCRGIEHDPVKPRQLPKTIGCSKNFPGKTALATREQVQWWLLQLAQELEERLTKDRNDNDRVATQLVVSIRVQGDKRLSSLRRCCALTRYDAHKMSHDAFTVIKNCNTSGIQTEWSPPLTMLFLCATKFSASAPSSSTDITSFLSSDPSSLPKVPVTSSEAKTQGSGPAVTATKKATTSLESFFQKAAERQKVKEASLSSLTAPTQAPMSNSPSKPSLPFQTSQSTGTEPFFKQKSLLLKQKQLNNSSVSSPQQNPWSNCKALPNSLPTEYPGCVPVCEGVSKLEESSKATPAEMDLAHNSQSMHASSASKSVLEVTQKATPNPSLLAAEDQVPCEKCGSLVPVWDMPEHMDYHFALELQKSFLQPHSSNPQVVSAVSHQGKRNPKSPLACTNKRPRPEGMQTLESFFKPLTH
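Pol eta at 10 nM preincubated with compounds 15 min at room temperature; reaction started with fluorescent substrate (50 nM final) and read kinetically at 0 and 10 min.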
Active calls of the source: *; ? = inconclusive; · = no result given; [ ] = dose if it differs, or a comment. Calls come from the whole dose curve; as a rule, active = well fitted curve in the direction sought with a large enough effect; inconclusive = small, poorly fitted or top-dose-only effect, or another doubt; inactive = no such curve, though single readings can be large; an effect the other way counts as inactive or inconclusive. Potency is the fitted concentration of half-maximal effect. This is a subset. The share of hits here may be higher or lower than overall.

Preview:
molecule	BLM inh	G9a block	POLK inh	Anesthetic bind	BAZ2B block	Pol iota inh	Pol beta inh	APE1 inh	Pol eta inh
Cn1nc(C(F)(F)F)cc1C(=O)NC1CCCCCC1	-11%	?	-4%	-16%	9%	20%	0%	0%	-24%
O=C(COC(=O)c1ccc(O)cc1)Nc1ccc(Cl)cc1	-6%	-25%	-5%	-9%	?	27%	31%	?	-9%
CCOc1ccc(-c2c(C(=O)N/N=C/c3ccc(C)s3)nnn2-c2nonc2N)cc1	-11%	19%	-22%	4%	7%	-25%	2%	-20%	0%

The listing, from the start:
molecule	BLM inh	G9a block	POLK inh	Anesthetic bind	BAZ2B block	Pol iota inh	Pol beta inh	APE1 inh	Pol eta inh
Cn1nc(C(F)(F)F)cc1C(=O)NC1CCCCCC1	-11%	?	-4%	-16%	9%	20%	0%	0%	-24%
O=C(COC(=O)c1ccc(O)cc1)Nc1ccc(Cl)cc1	-6%	-25%	-5%	-9%	?	27%	31%	?	-9%
CCOc1ccc(-c2c(C(=O)N/N=C/c3ccc(C)s3)nnn2-c2nonc2N)cc1	-11%	19%	-22%	4%	7%	-25%	2%	-20%	0%
CC(=O)c1cc2c(cc1NC(=O)c1ccc(Cl)cc1)OCCO2	-8%	-3%[0.501 µM]	-16%	-4%	-5%	33%[activator]	0%	-21%	-19%
O=C(Nc1ccc2c(c1)OCCO2)c1ccc(Cl)cc1Cl	3%	-13%[0.501 µM]	-6%	-11%	33%[activator]	-11%	8%	0%	-7%
CS(=O)(=O)N(CC(=O)NCc1ccccn1)Cc1ccc(Cl)cc1	2%	?	-3%	-5%	?	?	-2%	-3%	-10%
O=[N+]([O-])c1ccc2nc(NS(=O)(=O)c3ccc(F)cc3)sc2c1	-1%	79µM*	4%	-9%	-11%	14%	1%	3%	-18%
Cc1ccc([N+](=O)[O-])cc1-c1ccc(/C=N\n2nnnc2N)o1	-2%	6%[59 µM]	-10%	-14%	10%	-6%	-1%	3%	-5%
COC(=O)c1ccc(NC(=O)C(=O)NCC2CCCO2)cc1 (configuration not stated)	0%	21%[59 µM]	-4%[60.1 µM]	-7%	6%	43%[activator]	-13%	1%	-17%
CC1=CN(S(=O)(=O)c2ccc(C)cc2)C[C@@H]2[C@H]3CC[C@H](C3)[C@H]12	·	·	-3%	·	·	?	·	4%	-4%
CC(C)(C)C1CCC(OC(=O)CN2CCCCC2)CC1 (configuration not stated)	-3%	?	3%	-3%	-5%	-25%	-1%	0%	-3%
CC(C)NS(=O)(=O)c1ccc(OCC(=O)Nc2ccc(F)cc2)cc1	-1%	-24%	4%	-4%	10%	61%[activator]	3%	?	-18%
CCN(Cc1ccccc1)C(c1cccs1)c1nnnn1C1CCCCC1 (configuration not stated)	-7%	21%[2.33 µM]	-10%	-9%	0%	17%	9%	-3%	-18%
COC(=O)c1c(NC(=O)CN2CCCC(C)C2)c2c(C)cccc2n1C (configuration not stated)	-2%	21%[59 µM]	-1%	-15%	4%	7%	5%	?	-11%
COc1ccc(CN2CCSCC2)c(C)c1C	-4%	3.5µM*	6%	-11%	?	136%[activator]	0%	20%	9%
CC(OC(=O)CN1C(=O)c2ccccc2C1=O)C(=O)NCc1ccccc1 (configuration not stated)	0%	·	-17%	-11%	-2%	31%[activator]	49%	3%	-6%
CC(=O)C1=C(C)N(Cc2ccco2)C(=O)C1(NC(=O)C1CCCCC1)C(F)(F)F (configuration not stated)	-4%	?	-13%	-12%	-6%	8%	10%	14%	-11%
CCN(CC)CCCNC(=O)C(C)Sc1nc(-c2ccccc2)cc(C(F)(F)F)n1 (configuration not stated)	-12%	·	10%	-1%	-17%	43%[activator]	2%	0%	-22%
Cc1cnc(C(=O)OCC(=O)NC(C)CCc2ccccc2)cn1 (configuration not stated)	4%	0%	-4%	-4%	-1%	47%[activator]	-28%	-5%	-15%
CCOc1ncccc1C(=O)NCCc1ccc(S(N)(=O)=O)cc1	-1%	?	0%	-8%	3%	27%	0%	14%	-19%
COc1ccc(S(=O)(=O)N2CCCC(C(=O)NCc3ccccn3)C2)cc1 (configuration not stated)	-1%	-8%[59 µM]	4%	0%	8%	17%	-22%	21%	-12%
CC(C)CCC(=O)N1CCOC1=O	-1%	20%	13%	?	-1%	14%	2%	13%	-15%
Cc1cccc(C)c1OCCn1c(C2CC(=O)N(c3cccc(Cl)c3)C2)nc2ccccc21 (configuration not stated)	-13%	-34%[59 µM]	-10%	66%[activator]	-9%	12%	14%	·	-11%
Cc1ccc(N2C(=O)c3ccc(C(=O)N4CCOCC4)cc3C2=O)cc1C	-1%	12%[59 µM]	-13%	-3%	4%	4%	4%	3%	5%
CC1CN(C(NC(=O)C(C)(C)C)C(Cl)(Cl)Cl)CC(C)O1 (configuration not stated)	2%	41%[0.501 µM]	-8%	-23%	-2%[57.1 µM]	16%	9%	0%	-7%
O=C(Nc1cc(S(=O)(=O)N2CCOCC2)ccc1O)c1ccc(NS(=O)(=O)c2ccc(Cl)s2)cc1	-3%	?	-6%	-2%	-9%	-20%	8%	1%	-7%
O=C(CSc1nc2ccccc2s1)NCCOc1ccc(Cl)cc1	-11%	19%[12.7 µM]	-5%	-9%	5%[57.1 µM]	0%	17%	-2%	-4%
c1ccc(-c2noc(-c3cccs3)n2)nc1	2%	9%[59 µM]	-9%[60.1 µM]	-8%	-7%	5%	13%	7%	-9%
COc1ccc(OCC(O)Cn2c(=N)n(Cc3ccccc3)c3ccccc32)cc1 (configuration not stated)	-2%	?	-14%	0%	-28%	-6%	1%	2%	-29%
O=C(Nc1cccc(C(F)(F)F)c1)c1cc(-c2ccc(F)cc2)on1	-4%	5%[12.7 µM]	-1%	-14%	7%	-1%	18%	0%	8%
Cc1cccc(NC(=O)CN2C(=O)CCn3nc(-c4cccn4C)cc32)c1C	1%	-31%[59 µM]	-14%[60.1 µM]	-13%	-24%	21%	5%	·	-18%
Cc1cc(Cl)ccc1OCC(=O)OC(C)C(=O)N(C)C (configuration not stated)	-3%	-19%	-17%	-16%	4%	50µM*	?	?	?
COC(=O)c1[nH]c2cc(OC)c(OC)cc2c1NC(=O)Oc1ccccc1	-2%	2.8µM*	-12%	-5%	-39%	17%	-6%	1%	-10%
O=C(CSCc1ccccc1Cl)N1CCN(c2ccc(Cl)cc2)CC1	-7%	1%[59 µM]	-1%[60.1 µM]	0%	8%	6%	-1%	·	-11%
CC1(c2nnc(Cc3ccccc3)o2)CC(c2ccc([N+](=O)[O-])cc2)=NO1 (configuration not stated)	-6%	?	9%	?	?	-7%	0%	-5%	-6%
COc1ccccc1CNC(=O)Cn1ncn2c(cc3sccc32)c1=O	-2%	7%[59 µM]	-16%	0%	4%	-1%	0%	·	-8%
Cc1c(Cl)cccc1NC(=O)C(=O)NNS(=O)(=O)c1ccc(F)cc1	-3%	44%	-6%	-12%	0%	-7%	6%	17%	2%
Cc1cc([N+](=O)[O-])cnc1NC(C)c1ccccc1 (configuration not stated)	-3%	?	-7%	8.9µM*	-7%	11%	24%	3%	7%
CC1=CC(C)(C)N(C)C(=O)N1c1ccc(Cl)cc1	-4%	-6%[59 µM]	-9%	?	-2%[57.1 µM]	-5%	16%	8%	-11%
CCc1ccccc1C1=CC(=O)C[C@H](c2ccc(OC)cc2)C1	·	·	-14%	·	·	17%	·	2%	-17%
Cc1ccc(CNC(=O)c2c(O)nc3cc(C)ccn3c2=O)cc1	-12%	7%[59 µM]	6%	-2%	0%	5%	-2%	·	-12%
COc1cccc(-c2cc3c(-n4cccc4)ncnc3o2)c1	0%	14%[59 µM]	-1%	-14%	-7%	?	-2%	-2%	?
Cc1ccc(S(=O)(=O)n2ccc3c2CCCC3=O)cc1	-5%	4%	7%	-6%	-24%	3%	-19%	30%	-19%
O=[N+]([O-])c1cc(-c2nnc(Nc3ccccc3)c3ccccc23)ccc1N1CCOCC1	-2%	?	-10%	-2%	?	-20%	23%	13%	-6%
CCCc1[nH]n(-c2ccc(F)cc2)c(=O)c1C=Nc1cccc(F)c1	-2%	19%[59 µM]	-17%	-13%	-1%	17%	18%	1%	-10%
Cc1ccccc1NC(=O)Cc1nc(COC(=O)COc2cccc(C)c2C)cs1	·	5%	3%	·	1%	34%[activator]	·	-6%	-20%
CCN(CC)S(=O)(=O)c1ccc2c(c1)nc(CCC(=O)Nc1ccc(N3CCOCC3)cc1)n2C	-6%	45µM*	-10%	?	-30%	32%[activator]	2%	?	-18%
Cc1cccc(Cn2cnc3c(N)c(C)c(C)cc32)c1	-2%	45µM*	-11%	-20%	56µM*	-26%	-13%	0%	-16%
CCNC(=O)NC(=O)C(C)OC(=O)CCCSc1nc2ccccc2s1 (configuration not stated)	-7%	9%[59 µM]	-7%	-16%	0%	16%	11%	-2%	-13%
Cc1ccc(-n2ncc(C(=O)NCc3ccccn3)c2C2CCN(C(=O)OC(C)(C)C)CC2)c(C)c1	0%	8%[59 µM]	-4%	-7%	1%[57.1 µM]	26%	-14%	·	-17%
CCOc1ccc(C2=C(C(=O)CC)Sc3nncn3N2C(=O)CC)cc1	-9%	3%[59 µM]	-13%[60.1 µM]	-11%	6%	63%[activator]	7%	·	-6%

Screening data: PubChem, National Center for Advancing Translational Sciences (NCATS)
